High-throughput results from PubChem BioAssay.
NadD inh: NadD (S. aureus) enzyme inhibition; purified NadD enzyme, colorimetric absorbance read-out; inhibition, % at 20 µM; hit rate 0.78% among 360,000; in the data active means inhibition above about 26%; further: some compounds past the cut are filed as inactive
SKN-1 inh: inhibitors of C. elegans SKN-1; hit rate 0.49% among 360,000; AID 624304; C. elegans VP596 Pgst-4::GFP/RFP ratio, acrylamide-induced, 24 h; inhibition, % at 21.8 µM;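 active means interference check ratio from 0.5 to 1.5 plus GFP to RFP signal ratio inhibition reaching or exceeding a fixed threshold, cut at about 30% in these data, passing the limit was not always enough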; further: some compounds called inactive have numbers as strong as hits
Rpn11 block: blocks the human proteasome subunit Rpn11; human 26S proteasome, Ub4-pepOG fluorescence polarization; 20S core pre-blocked with epoxomicin; AID 588493; O00487; hit rate 0.59% among 360,000; calls only at 20 µM;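 active means inhibition at 20 µM, scaled to each plate's controls, above about 33%, limit read from the data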
Target sequence (O00487 whole entry, looked up): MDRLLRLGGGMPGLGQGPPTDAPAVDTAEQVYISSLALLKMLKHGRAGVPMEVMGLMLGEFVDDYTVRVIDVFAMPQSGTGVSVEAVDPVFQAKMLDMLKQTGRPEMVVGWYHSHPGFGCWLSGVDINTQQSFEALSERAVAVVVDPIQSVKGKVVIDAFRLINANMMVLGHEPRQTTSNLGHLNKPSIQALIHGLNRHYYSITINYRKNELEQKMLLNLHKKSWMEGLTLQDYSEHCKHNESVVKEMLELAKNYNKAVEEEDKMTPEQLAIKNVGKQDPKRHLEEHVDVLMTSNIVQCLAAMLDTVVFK
MT1-MMP act inh: inhibitors of human MT1-MMP activation. P50281. HT1080 RFP-PRO-GFP cells, GFP/RFP ratio fluorescence, overnight; percent of plate control window, DMSO zero. GFP/RFP ratio change, % at 20 µM. hit rate 0.061% among 360,000;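 active means GFP/RFP ratio change of at least 30% with cell ATP level not reduced by more than half and red fluorescence within 50% of control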; further: strong numbers were not always called active
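system = RFP-PRO-GFP reporter HT1080 cells | dosing = 20 µM single dose, 1% DMSO | timing = overnight cell settling, then overnight compound exposure, 37 °C, 5% CO2 | read-out basis = GFP/RFP fluorescence ratio | controls = DMSO and RFP-L50D-GFP cell wells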
MLLE-PAM2 inh: blocks PAM2 peptide binding to the PABP1 MLLE domain | GST-MLLE / FITC-PAM2 fluorescence polarization | inhibition, % at 20 µM | hit rate 0.36% among 360,000 | P11940 | AID 588489; in the data active means inhibition above about 35%, passing the limit was not always enough;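 further: plate controls were DMSO wells with GST-MLLE for no effect and wells lacking GST-MLLE protein for full effect; some results filed as inactive read as strong as hits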
CSN inh: CSN deneddylation inhibition; Q92905; Purified CSN, SCF-Nedd8-OG deneddylation, fluorescence polarization; inhibition, % at 12.5 µM; hit rate 0.38% among 360,000; AID 651999;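 active means pattern-corrected inhibition above about 35%, with an unprinted fluorescence ratio check between 0.5 and 1.5, limit read from the data, passing the limit was not always enough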;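 further: 0% = enzyme with substrate and 100% = substrate without enzyme; some results filed as inactive read as strong as hits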
Target sequence (Q92905 whole entry, looked up, one chain of several): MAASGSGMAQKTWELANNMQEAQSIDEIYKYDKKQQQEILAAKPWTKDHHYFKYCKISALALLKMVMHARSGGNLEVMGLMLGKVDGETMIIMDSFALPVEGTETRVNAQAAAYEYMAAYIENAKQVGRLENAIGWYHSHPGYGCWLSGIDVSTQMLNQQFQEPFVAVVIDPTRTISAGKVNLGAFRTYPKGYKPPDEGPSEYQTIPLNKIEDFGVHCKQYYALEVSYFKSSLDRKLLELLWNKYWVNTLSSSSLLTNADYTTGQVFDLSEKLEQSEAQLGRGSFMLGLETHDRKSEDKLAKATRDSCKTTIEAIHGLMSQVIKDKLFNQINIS
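Assay system: purified human Csn5 enzyme expressed in HEK293T cells; Input: 0.24 nM Csn5 enzyme, final concentration; Reagent: 10 nM SCFSkp2-Nedd8OG; Compound dosing: 12.5 µM single point; Times: reaction 90 min, room temperature; Technique: fluorescence polarization readout.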
FAS TE block: FAS thioesterase (human) inhibition. AID 602261. recombinant FAS-TE, OMFH fluorogenic substrate, fluorescence endpoint. P49327. inhibition, % at 15 µM. hit rate 0.67% among 360,000;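 active means compounds whose normalised, plate-corrected inhibition of enzyme fluorescence in the single-dose primary screen is 50% or more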;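 further: 0% = DMSO with enzyme and 100% = substrate without enzyme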
Rin1 Abl inh: inhibitors of human Rin1-Abl protein interaction; P00519+Q13671; TR-FRET Rin1/Abl binding, biochemical; inhibition, % at 7.35 µM; hit rate 0.4% among 360,000; AID 588664; in the data active means inhibition above about 5%, passing the limit was not always enough
Neddyl block: inhibitors of human cullin neddylation; calls only at 25 µM; TR-FRET cullin neddylation, biochemical; AID 651699; hit rate 0.58% among 360,000; in the data active means inhibition above about 36%
Active calls of the source: *.

For COc1ccc(S(=O)(=O)N2CCCC2)cc1Br the results were NadD inh -1.5, SKN-1 inh 21.1, Rpn11 block inactive, MT1-MMP act inh -1.3, MLLE-PAM2 inh 0.4, CSN inh -0.9, FAS TE block -2.6, Rin1 Abl inh -2.3 and Neddyl block inactive.
Screening COC(=O)c1ccc(COc2ccccc2/C=C(\C#N)C(=O)NC(C)C)cc1 returned NadD inh 1.2, SKN-1 inh 0.9, Rpn11 block inactive, MT1-MMP act inh -1.7, MLLE-PAM2 inh 13.7, CSN inh 2.1, FAS TE block -7.8, Rin1 Abl inh -2.6 and Neddyl block inactive.
`OC(c1ccccc1)c1nc(-c2ccc3c(c2)OCO3)cs1` (stereo unspecified) gave NadD inh -4.8, SKN-1 inh -1.1, Rpn11 block inactive, MT1-MMP act inh -4.3, MLLE-PAM2 inh 3.5, CSN inh -5.8, FAS TE block 3.6, Rin1 Abl inh -1.2 and Neddyl block inactive.
`CCOc1ccccc1NC(=O)CN(Cc1ccccc1)S(C)(=O)=O` gave NadD inh 3.8, SKN-1 inh 7.7, Rpn11 block inactive, MT1-MMP act inh -1.0, MLLE-PAM2 inh -7.2, CSN inh 3.3, FAS TE block -4.2, Rin1 Abl inh 2.3 and Neddyl block inactive.
Screening CCC(=O)Nc1c2c(nn1-c1ccc(C)cc1C)CSC2 returned NadD inh 2.7, SKN-1 inh -3.5, Rpn11 block inactive, MT1-MMP act inh 1.8, MLLE-PAM2 inh 17.1, CSN inh 0.9, FAS TE block -7.3, Rin1 Abl inh 2.7 and Neddyl block inactive.
`COc1ccccc1-c1nnc(-c2ccc(C)cc2)o1` gave NadD inh -5.0, SKN-1 inh 6.9, Rpn11 block inactive, MT1-MMP act inh 1.3, MLLE-PAM2 inh 4.2, CSN inh -0.1, FAS TE block -0.7, Rin1 Abl inh -1.8 and Neddyl block inactive.
Cc1ccc(S(=O)(=O)Nc2cc(C)cc(CCNC=O)c2C)cc1 was read as NadD inh -3.2, SKN-1 inh 17.1, Rpn11 block inactive, MT1-MMP act inh 4.0, MLLE-PAM2 inh 9.0, CSN inh 0.8, FAS TE block -8.3, Rin1 Abl inh -0.7 and Neddyl block inactive.
For Cc1ccc(NC(=O)C2CCCN(c3ncccn3)C2)c(C)c1 (stereo unspecified) the results were NadD inh 0.3, SKN-1 inh 9.5, Rpn11 block inactive, MT1-MMP act inh 1.1, MLLE-PAM2 inh -0.6, CSN inh 1.5, FAS TE block -4.7, Rin1 Abl inh -4.7 and Neddyl block inactive.
N#CC1=C(N)SC(N)=C(C#N)C1c1ccc([N+](=O)[O-])cc1 was read as NadD inh 6.6, SKN-1 inh -7.1, Rpn11 block active, MT1-MMP act inh -11.5, MLLE-PAM2 inh -91.9, CSN inh 25.9, FAS TE block -14.8, Rin1 Abl inh -6.0 and Neddyl block inactive.
For Cc1cccc(Nc2ccccc2C(=O)OCC(=O)N2CCOCC2)c1C the results were NadD inh -1.9, SKN-1 inh 24.2, Rpn11 block inactive, MT1-MMP act inh -0.2, MLLE-PAM2 inh 4.0, CSN inh 5.2, FAS TE block 13.0, Rin1 Abl inh -0.7 and Neddyl block inactive.
`O=C1COc2ccc(C(=O)COC(=O)CNS(=O)(=O)c3cccc(F)c3)cc2N1` gave NadD inh -2.9, SKN-1 inh -4.4, Rpn11 block inactive, MT1-MMP act inh -0.9, MLLE-PAM2 inh -19.5, CSN inh 0.0, FAS TE block -4.9, Rin1 Abl inh 0.7 and Neddyl block inactive.
Screening Cc1ccc(C(=O)Nc2nc(C)c(C(=O)Nc3ccc4c(c3)CCC4)s2)cc1 returned NadD inh 16.0, SKN-1 inh 15.9, Rpn11 block inactive, MT1-MMP act inh -4.7, MLLE-PAM2 inh 8.0, CSN inh 6.0, FAS TE block 32.1, Rin1 Abl inh -4.9 and Neddyl block inactive.

Reprinted at random: three entries already listed.
Screening CCC(=O)Nc1c2c(nn1-c1ccc(C)cc1C)CSC2 returned NadD inh 2.7, SKN-1 inh -3.5, Rpn11 block inactive, MT1-MMP act inh 1.8, MLLE-PAM2 inh 17.1, CSN inh 0.9, FAS TE block -7.3, Rin1 Abl inh 2.7 and Neddyl block inactive.
`OC(c1ccccc1)c1nc(-c2ccc3c(c2)OCO3)cs1` (stereo unspecified) gave NadD inh -4.8, SKN-1 inh -1.1, Rpn11 block inactive, MT1-MMP act inh -4.3, MLLE-PAM2 inh 3.5, CSN inh -5.8, FAS TE block 3.6, Rin1 Abl inh -1.2 and Neddyl block inactive.
For Cc1cccc(Nc2ccccc2C(=O)OCC(=O)N2CCOCC2)c1C the results were NadD inh -1.9, SKN-1 inh 24.2, Rpn11 block inactive, MT1-MMP act inh -0.2, MLLE-PAM2 inh 4.0, CSN inh 5.2, FAS TE block 13.0, Rin1 Abl inh -0.7 and Neddyl block inactive.

(continued)
`COc1ccc(/C=C/C(=O)OCc2nc3ccccc3c(=O)[nH]2)c(OC)c1` gave NadD inh -3.5, SKN-1 inh -5.5, Rpn11 block inactive, MT1-MMP act inh 2.1, MLLE-PAM2 inh 20.8, CSN inh 2.2, FAS TE block -2.2, Rin1 Abl inh -2.9 and Neddyl block inactive.
For CCc1cc2c(=O)c(-n3cnc4ccccc43)coc2cc1O the results were NadD inh 3.8, SKN-1 inh 3.7, Rpn11 block inactive, MT1-MMP act inh 2.3, MLLE-PAM2 inh 3.0, CSN inh -2.3, FAS TE block 2.0 and Rin1 Abl inh 1.8.
For O=C(COc1ccc2ccc(=O)oc2c1)Nc1cc([N+](=O)[O-])ccc1F the results were NadD inh 7.4, SKN-1 inh 11.4, Rpn11 block inactive, MT1-MMP act inh 3.1, MLLE-PAM2 inh -13.9, CSN inh 1.3, FAS TE block 8.6, Rin1 Abl inh 2.4 and Neddyl block inactive.
`c1ccc(OCc2nnc3n2N=C(c2ccccc2)CS3)cc1` gave NadD inh 3.6, SKN-1 inh 22.1, Rpn11 block inactive, MT1-MMP act inh 0.4, MLLE-PAM2 inh 13.3, CSN inh -2.0, FAS TE block 15.6, Rin1 Abl inh -1.4 and Neddyl block inactive.
Screening CCN(CC)C(=O)CSc1nc(O)c(Cc2ccc(OC)cc2)c(=O)[nH]1 returned NadD inh 2.5, SKN-1 inh -11.2, Rpn11 block inactive, MT1-MMP act inh 1.0, MLLE-PAM2 inh 6.0, CSN inh -0.1, FAS TE block -9.2, Rin1 Abl inh -0.9 and Neddyl block inactive.
`c1ccc(SCc2cn3cccnc3n2)nc1` gave NadD inh 3.0, SKN-1 inh 7.0, Rpn11 block inactive, MT1-MMP act inh 1.0, MLLE-PAM2 inh 1.9, CSN inh 0.3, FAS TE block -4.9 and Rin1 Abl inh -0.8.
Screening O=C(COc1ccc(Br)cc1)NC1CC1 returned NadD inh 0.4, SKN-1 inh -6.1, Rpn11 block inactive, MT1-MMP act inh 0.5, MLLE-PAM2 inh 8.0, CSN inh -1.8, FAS TE block -2.7, Rin1 Abl inh 2.2 and Neddyl block inactive.
For CCCc1ncc(CN2CCC(C(=O)Nc3cccc(-c4cscn4)c3)CC2)cn1 the results were NadD inh -2.8, SKN-1 inh 13.4, Rpn11 block inactive, MT1-MMP act inh -2.2, MLLE-PAM2 inh -3.2, CSN inh -2.1, FAS TE block -3.0, Rin1 Abl inh 36.5* and Neddyl block inactive.
Screening CN(CC(=O)NC1CCCC1)S(=O)(=O)c1cnc[nH]1 returned NadD inh -1.3, SKN-1 inh 13.7, Rpn11 block inactive, MT1-MMP act inh 0.9, MLLE-PAM2 inh 6.4, CSN inh -2.0, FAS TE block -6.0, Rin1 Abl inh 3.6 and Neddyl block inactive.
Screening COC(=O)c1ccc(-n2nnnc2SCC(=O)Nc2cc(OC)ccc2OC)cc1 returned NadD inh -0.7, SKN-1 inh -4.7, Rpn11 block inactive, MT1-MMP act inh 2.3, MLLE-PAM2 inh 11.9, CSN inh -0.7, FAS TE block 13.7, Rin1 Abl inh 0.9 and Neddyl block inactive.
For COCC(C)n1c(SCC(=O)Nc2sccc2C(N)=O)nc2ccccc2c1=O (stereo unspecified) the results were NadD inh -1.3, SKN-1 inh -0.9, Rpn11 block inactive, MT1-MMP act inh 0.8, MLLE-PAM2 inh 2.3, CSN inh 6.9, FAS TE block -2.0, Rin1 Abl inh 4.3 and Neddyl block inactive.
Screening CCN(C(=O)COC(=O)CCC1CCCC1)c1c(N)n(Cc2ccccc2)c(=O)[nH]c1=O returned NadD inh 4.8, SKN-1 inh -1.2, Rpn11 block inactive, MT1-MMP act inh 0.2, MLLE-PAM2 inh 0.2, CSN inh -1.9, FAS TE block -14.3, Rin1 Abl inh -0.6 and Neddyl block inactive.
Screening O=C(c1ccc(Cl)c(S(=O)(=O)N2CCCCCC2)c1)N1CCCC1 returned NadD inh -6.0, SKN-1 inh -15.4, Rpn11 block inactive, MT1-MMP act inh 2.1, MLLE-PAM2 inh 13.3, CSN inh 0.6, FAS TE block -1.5, Rin1 Abl inh -3.5 and Neddyl block inactive.
Screening CCOc1ccc(S(=O)(=O)N2CCC(C(=O)NCC3CCCO3)CC2)cc1C (stereo unspecified) returned NadD inh 1.2, SKN-1 inh 10.2, Rpn11 block inactive, MT1-MMP act inh 4.4, MLLE-PAM2 inh 5.0, CSN inh 2.4, FAS TE block -5.2, Rin1 Abl inh 0.3 and Neddyl block inactive.
For Cc1cc(NC(=O)CSc2nnc(C)c(=O)[nH]2)no1 the results were NadD inh 0.0, SKN-1 inh -12.4, Rpn11 block inactive, MT1-MMP act inh 0.1, MLLE-PAM2 inh 8.3, CSN inh -0.4, FAS TE block -10.9, Rin1 Abl inh 1.8 and Neddyl block inactive.
`Cc1cc(/C=N/NC(=O)c2ccc(O)cc2)c(C)n1C1CC1` gave NadD inh 7.3, SKN-1 inh -1.8, Rpn11 block inactive, MT1-MMP act inh 1.6, MLLE-PAM2 inh -18.6, CSN inh -4.7, FAS TE block -5.8, Rin1 Abl inh -2.1 and Neddyl block inactive.
COc1ccc(CCNC/C=C/c2ccccc2)cc1 was read as NadD inh -9.0, SKN-1 inh -8.0, Rpn11 block inactive, MT1-MMP act inh 0.6, MLLE-PAM2 inh -7.6, CSN inh -1.6, FAS TE block -5.3, Rin1 Abl inh -2.1 and Neddyl block inactive.
For COc1ccc(-c2nnn(CC(=O)N(CC(=O)NC3CCCC3)c3ccccc3F)n2)cc1OC the results were NadD inh -0.9, SKN-1 inh 6.2, Rpn11 block inactive, MT1-MMP act inh 0.2, MLLE-PAM2 inh -8.6, CSN inh -3.3, FAS TE block 2.2, Rin1 Abl inh 1.8 and Neddyl block inactive.
For COc1ccc(CNC(=O)C[C@H]2C[C@H](C(=O)N3CCOCC3)[C@@]3(CCC4CCCC4)c4[nH]c5cc(CCC(=O)N(C)C)ccc5c4CCN3C2=O)cc1OC the results were NadD inh -4.6, SKN-1 inh 4.5, Rpn11 block inactive, MT1-MMP act inh -0.7, MLLE-PAM2 inh 11.3, CSN inh -1.3, FAS TE block 10.7, Rin1 Abl inh -2.7 and Neddyl block inactive.
OC(CN1CCN(Cc2ccccc2)CC1)c1ccc(F)cc1 (stereo unspecified) was read as NadD inh -5.0, SKN-1 inh 5.5, Rpn11 block inactive, MT1-MMP act inh 2.3, MLLE-PAM2 inh -1.7, CSN inh -4.7, FAS TE block -8.2, Rin1 Abl inh -2.9 and Neddyl block inactive.
`Cc1cc(C(=O)NCc2cccs2)c(C)o1` gave NadD inh -2.4, SKN-1 inh -0.7, Rpn11 block inactive, MT1-MMP act inh -4.6, MLLE-PAM2 inh 14.1, CSN inh 0.0, FAS TE block -5.0, Rin1 Abl inh -0.6 and Neddyl block inactive.
